# U2OS ROS induce = raises reactive oxygen species in U2OS cancer cells; AID 624156; actives 2% (n = 46,000); ROS induction (% of piperlongumine), % at 10 µM; U2OS ROS induction, H2DCF-DA fluorescence; in the data active = ROS induction above about 79%, passing the limit was not always enough; inconclusive = no clear call, values can overlap the other calls;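 also: 0% = DMSO vehicle median and 100% = reference compound median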
# Active calls of the source: *; ? = inconclusive. This is a subset; count on the stated rates, not on these rows.
Compound,U2OS ROS induce
COc1ccc(NC(=O)Nc2ccc3c(c2)C(=O)N([C@@H](C)CO)C[C@H](C)[C@@H](CN(C)Cc2ccc(C(=O)O)cc2)O3)cc1,-4
Cc1cccc(N2C(=O)CC(Sc3nccc(C)n3)C2=O)c1 (stereo unspecified),3
COc1cc([C@@H]2c3cc4c(cc3C(OC3O[C@@H]5COC(C)O[C@H]5[C@H](O)[C@H]3O)C3COC(=O)[C@@H]32)OCO4)cc(OC)c1O (stereo partly specified),-6
O=C(CCCN1C(=O)c2cccc3cccc(c23)C1=O)N1CCN(c2ncccn2)CC1,8
O=c1c(O)c(-c2ccccc2)oc2cc(O)cc(O)c12,-2
C[C@H](CO)N1C[C@H](C)[C@H](CN(C)S(C)(=O)=O)Oc2c(NS(=O)(=O)c3cccs3)cccc2C1=O,-10
CC(=O)c1cccc(NC(=O)COc2ccccc2C(=O)Nc2ccccc2C#N)c1,32
CC1(C)CC(=O)c2cc(C#N)c(SCc3ccccc3)nc2C1,?
C[C@H](CO)N1C[C@H](C)[C@H](CN(C)Cc2ccc(-c3ccccc3)cc2)Oc2c(NC(=O)Nc3ccc4c(c3)OCO4)cccc2C1=O,34
C[C@@H]1CN([C@H](C)CO)C(=O)Cc2cc(NS(C)(=O)=O)ccc2O[C@H]1CN(C)C(=O)NC1CCCCC1,-4
Clc1cccc(OCCN2CCOCC2)c1,11
NC(=O)c1c(NC(=O)c2cnn3c(C(F)(F)F)cc(-c4cccs4)nc23)sc2c1CCCC2,-18
COc1ccc(NC(=O)Nc2cccc3c2O[C@H](CN(C)C(=O)Nc2cccc4ccccc24)[C@H](C)CN([C@H](C)CO)C3=O)cc1,-3
Cc1nnc(SCc2nc(N)nc(Nc3ccc4ccccc4c3)n2)s1,4
Cc1ccc(S(=O)(=O)Nc2ccc3c(c2)CC(=O)N([C@H](C)CO)C[C@H](C)[C@H](CN(C)C(=O)Nc2cccc4ccccc24)O3)cc1,14

# Look-ups from the list.
# Result of O=C(CCCN1C(=O)c2cccc3cccc(c23)C1=O)N1CCN(c2ncccn2)CC1 in U2OS ROS induce: 8
# Result of Cc1nnc(SCc2nc(N)nc(Nc3ccc4ccccc4c3)n2)s1 in U2OS ROS induce: 4

# Further structures:
Compound,U2OS ROS induce
CC(=O)[C@@]1(O)CCC2C3CCC4=CC(=O)CC[C@]4(C)C3CC[C@@]21C (stereo partly specified),155*
C[C@]12CCC(=O)C=C1CC[C@@H]1[C@@H]2C(=O)C[C@@]2(C)[C@H]1CC[C@]2(O)C(=O)CO,38
C[C@H](CO)N1C[C@H](C)[C@H](CN(C)Cc2ccc(C(F)(F)F)cc2)Oc2ccc(NS(=O)(=O)c3ccc(F)cc3)cc2CC1=O,1
CC1(C)Cc2c(c(N3CCOCC3)nc3sc(C(=O)O)cc23)CO1,10
COc1ccccc1OCC(=O)Nc1cccc(N(C)S(C)(=O)=O)c1,1
COC(=O)c1ccccc1NC(=O)COc1cc(C)c(Br)cc1C,-2
C[C@@H]1CN([C@H](C)CO)C(=O)c2cc(NS(=O)(=O)c3ccc(F)cc3)ccc2O[C@H]1CN(C)Cc1ccncc1,-8
COc1cc(C2c3c(oc4ccc(Cl)cc4c3=O)C(=O)N2Cc2ccco2)cc(Br)c1O (stereo unspecified),-12
Cc1ccccc1OCc1n[nH]c(=S)n1C,-12
CNC(=O)c1ccccc1S(=O)c1cccc2cccc(C(=O)O)c12 (stereo unspecified),9
Cc1ccc(S(=O)(=O)N(C)C[C@H]2Oc3ccc(NC(=O)CCCN(C)C)cc3C(=O)N([C@H](C)CO)C[C@H]2C)cc1,-8
Cc1noc(C)c1NC(=O)NC1CCCCNC1=O (stereo unspecified),-13
C[C@@H]1CN([C@@H](C)CO)C(=O)CCCn2nncc2CO[C@@H]1CN(C)S(=O)(=O)c1ccccc1,22
C[C@H]1CN([C@@H](C)CO)C(=O)Cc2cc(NS(=O)(=O)c3cn(C)cn3)ccc2O[C@@H]1CN(C)C(=O)Nc1cccc2ccccc12,-11
Cc1noc(C)c1S(=O)(=O)Nc1cccc2c1O[C@@H](CN(C)C(=O)Nc1cccc3ccccc13)[C@@H](C)CN([C@H](C)CO)C2=O,0

Compound,U2OS ROS induce
C[C@H](CO)N1C[C@H](C)[C@H](CN(C)C(=O)Nc2ccc3c(c2)OCO3)Oc2ccc(NS(=O)(=O)c3cccs3)cc2C1=O,2
CNC[C@H]1Oc2c(NS(=O)(=O)c3c(C)noc3C)cccc2C(=O)N([C@H](C)CO)C[C@H]1C,2
O=C(Cn1nc(Cc2cccnc2)c2ccccc2c1=O)Nc1ccc(Oc2ccccc2)cc1,-3
C[C@H]1CN([C@@H](C)CO)C(=O)Cc2cc(NC(=O)C3CCCCC3)ccc2O[C@H]1CN(C)Cc1ccc2c(c1)OCO2,4
Cc1cccc(-n2cnc3cc(C(=O)NC4CCCC4)ccc32)c1,5
CNC[C@@H]1Oc2ncc(C#Cc3ccccc3)cc2C(=O)N([C@H](C)CO)C[C@@H]1C,-2
O=C(Nc1cc(F)ccc1F)c1cc(-c2ccc(F)cc2)nc2ccccc12,73
C[C@H](CO)N1C[C@H](C)[C@H](CN(C)C)Oc2ncc(/C=C/c3ccccc3)cc2C1=O,-14
COc1ccccc1-n1nnnc1SCC(=O)Nc1ccccc1C,-1
Cc1noc(C)c1NC(=O)Nc1ccc2c(c1)C(=O)N([C@H](C)CO)C[C@@H](C)[C@H](CN(C)Cc1ccncc1)O2,-4
COc1ccc(S(=O)(=O)Nc2cccc3c2O[C@@H](CN(C)S(=O)(=O)c2cn(C)cn2)[C@H](C)CN([C@H](C)CO)C3=O)cc1,-1
Cc1ccc(S(=O)(=O)N(C)C[C@H]2Oc3ccc(NC(=O)CCC(F)(F)F)cc3CC(=O)N([C@H](C)CO)C[C@H]2C)cc1,11
C[C@@H]1CN([C@@H](C)CO)C(=O)CCCn2nncc2CO[C@H]1CN(C)Cc1ccc(Oc2ccccc2)cc1,25
COc1ccc(S(=O)(=O)Nc2cccc3c2O[C@H](CN(C)C(=O)Nc2ccc(F)cc2)[C@H](C)CN([C@@H](C)CO)C3=O)cc1,-6
C[C@H]1CN([C@@H](C)CO)C(=O)c2cccc(N(C)C)c2O[C@H]1CN(C)C(=O)NC1CCCCC1,-9

# In another format: results already given
CNC[C@H]1Oc2c(NS(=O)(=O)c3c(C)noc3C)cccc2C(=O)N([C@H](C)CO)C[C@H]1C
  U2OS ROS induce: 2

Cc1cccc(-n2cnc3cc(C(=O)NC4CCCC4)ccc32)c1
  U2OS ROS induce: 5

# (listing goes on)
Compound,U2OS ROS induce
CC(=O)c1cccc(NC(=O)NCc2cccnc2)c1,-8
CC(C)C(=O)Nc1cccc(-c2nc3ccccc3s2)c1,-11
Cc1cc(S(=O)(=O)NCC2CCN(C(=O)OC(C)(C)C)CC2)c(C)o1,-5
C[C@@H]1CN([C@H](C)CO)C(=O)Cc2cc(NS(C)(=O)=O)ccc2O[C@@H]1CN(C)Cc1ccc(C(=O)O)cc1,-2
COc1ccc(S(=O)(=O)N(C)C[C@H]2Oc3c(NC(=O)Nc4c(C)noc4C)cccc3C(=O)N([C@H](C)CO)C[C@@H]2C)cc1,3
CCOC(=O)CSc1nc(Nc2ccccc2)c2cnc(N3CCOCC3)nc2n1,150*
CCOc1ccc(CCC(=O)O)cc1,-2
C[C@@H]1CN([C@@H](C)CO)C(=O)c2cc(NC(=O)Nc3cccc4ccccc34)ccc2O[C@@H]1CN(C)S(=O)(=O)c1cccs1,5
Cc1ccc2nc(SCC(=O)Nc3ccc4c(c3)OCCO4)[nH]c2c1,-1
COc1ccc(NC(=O)CS(=O)(=O)c2ccc3ccccc3c2)cc1,-4
Cc1ccc2nsnc2c1S(=O)(=O)NC(C)c1ccccc1 (stereo unspecified),-9
CCc1nc(SCC(=O)Nc2c(Cl)cccc2Cl)c(C#N)c(C(F)(F)F)c1C,-3
C[C@@H]1CN([C@@H](C)CO)C(=O)c2cc(NC(=O)CCC(F)(F)F)ccc2O[C@@H]1CN(C)S(=O)(=O)c1ccc(F)cc1,-11
COc1ccc(-c2noc(-c3cccc(F)c3)n2)cc1,14
COc1ccc(NC(=O)N(C)C[C@H]2Oc3ccc(NC(=O)CCCCCC(=O)Nc4ccccc4N)cc3C(=O)N([C@H](C)CO)C[C@@H]2C)cc1,-8

# In another format: results already given
> COc1ccc(NC(=O)CS(=O)(=O)c2ccc3ccccc3c2)cc1
  U2OS ROS induce: -4

> C[C@@H]1CN([C@H](C)CO)C(=O)Cc2cc(NS(C)(=O)=O)ccc2O[C@@H]1CN(C)Cc1ccc(C(=O)O)cc1
  U2OS ROS induce: -2

> CC(=O)c1cccc(NC(=O)NCc2cccnc2)c1
  U2OS ROS induce: -8

> CCOC(=O)CSc1nc(Nc2ccccc2)c2cnc(N3CCOCC3)nc2n1
  U2OS ROS induce: 150*

# Remaining list, next part
Compound,U2OS ROS induce
C[C@H](CO)N1C[C@H](C)[C@H](CN(C)C(=O)Nc2cccc3ccccc23)Oc2c(NC(=O)c3ccc(-c4nccs4)cc3)cccc2C1=O,-9
O=C(CN1c2cccc3cccc(c23)S1(=O)=O)NCc1ccccc1,5
CCCN(C)C[C@@H]1Oc2ncc(-c3ccccc3)cc2C(=O)N([C@H](C)CO)C[C@@H]1C,27
Cc1ccc(S(=O)(=O)N(C)C[C@@H]2Oc3ccc(NC(=O)CCC(F)(F)F)cc3CC(=O)N([C@H](C)CO)C[C@H]2C)cc1,-3
Cc1noc(C)c1NC(=O)Nc1ccc2c(c1)C(=O)N([C@H](C)CO)C[C@@H](C)[C@H](CN(C)S(=O)(=O)c1ccccc1)O2,0
C[C@H]1CN([C@@H](C)CO)C(=O)c2cccc(NC(=O)c3ccc(-c4nccs4)cc3)c2O[C@@H]1CN(C)Cc1ccc(-c2ccccc2)cc1,?
O=C(CCCn1sc2ccccc2c1=O)NCCc1ccccc1,-6
C[C@@H]1CN([C@H](C)CO)C(=O)Cc2cc(NC(=O)Nc3ccccc3)ccc2O[C@H]1CN(C)S(=O)(=O)c1cn(C)cn1,-11
CN=c1scc(C)n1/N=C/c1c(Cl)cccc1Cl,-6
COc1ccc(NC(=O)CN(C2CCCCC2)S(=O)(=O)c2ccc(C)cc2)cc1Cl,50
C[C@@H]1CN([C@@H](C)CO)C(=O)c2cc(NC(=O)c3ccncc3)ccc2O[C@H]1CN(C)S(C)(=O)=O,-1
C[C@H](CO)N1C[C@H](C)[C@H](CN(C)Cc2ccncc2)Oc2ncc(/C=C/c3ccccc3)cc2C1=O,9
C[C@@H]1CN([C@H](C)CO)C(=O)Cc2cc(NC(=O)C3CC3)ccc2O[C@@H]1CN(C)C(=O)Nc1ccc(C(F)(F)F)cc1,29
C[C@H]1CN([C@@H](C)CO)C(=O)c2cccc(NS(=O)(=O)c3cn(C)cn3)c2O[C@@H]1CN(C)S(=O)(=O)c1cccs1,-7
C[C@H]1CN([C@@H](C)CO)C(=O)c2cc(N(C)C)ccc2O[C@H]1CN(C)Cc1ccccc1,33

Compound,U2OS ROS induce
C[C@H](CO)N1C[C@H](C)[C@H](CN(C)Cc2ccc(C(=O)O)cc2)Oc2c(NC(=O)c3ccc(-c4nccs4)cc3)cccc2C1=O,-6
C[C@@H]1CN([C@@H](C)CO)C(=O)c2cc(NC(=O)Nc3ccc4c(c3)OCO4)ccc2O[C@@H]1CN(C)S(=O)(=O)c1ccc(Cl)cc1,0
C[C@H](CO)N1C[C@H](C)[C@@H](CN(C)Cc2ccc3c(c2)OCCO3)OCc2cnnn2CCCC1=O,14
Cc1ccc(S(=O)(=O)Nc2ccc3c(c2)C(=O)N([C@H](C)CO)C[C@@H](C)[C@H](CN(C)Cc2ccc(Cl)c(Cl)c2)O3)cc1,20
CC1=CCC(C(=O)O)C(C(=O)Nc2cccnc2)C1 (stereo unspecified),-19
C[C@H](CO)N1C[C@H](C)[C@H](CN(C)S(=O)(=O)c2cccs2)Oc2ccc(NC(=O)c3ccncc3)cc2CC1=O,-6
COc1ccc(CN(C)C[C@H]2Oc3ccc(NS(=O)(=O)c4ccc(Cl)cc4)cc3C(=O)N([C@@H](C)CO)C[C@@H]2C)cc1,35
O=C(NCCc1csc2nc(-c3ccccc3)nn12)c1cccs1,-9
O=C(O)COc1cccc(NC(=O)c2ccc(-c3ccccc3)cc2)c1,1
C=CCn1c(N)cc(=O)nc1SCC(=O)N1c2ccccc2Sc2ccccc21,0
CCC(C)c1ccc(NC(=O)c2cc3ccccc3o2)cc1 (stereo unspecified),6
Cc1ccc(S(=O)(=O)Nc2ccc3c(c2)CC(=O)N([C@@H](C)CO)C[C@@H](C)[C@@H](CN(C)S(=O)(=O)c2ccc(Cl)cc2)O3)cc1,15
O=C(COc1ncnc2cc(Cl)ccc12)c1ccc(F)cc1,-5
COc1ccc(C)cc1S(=O)(=O)N(C)CC(=O)Nc1ccccc1F,-11
COc1ccc(Br)c(/C=N/NC(=O)c2cccc(C(=O)NO)c2)c1,-12

Compound,U2OS ROS induce
CCOc1ccc2nc(SCc3nc4ccccc4[nH]3)sc2c1,52
S=c1[nH]ccn1CCc1ccccc1,0
C[C@@H]1CN([C@H](C)CO)C(=O)c2cccc(NC(=O)C3CCOCC3)c2O[C@@H]1CN(C)CC1CCCCC1,-12
CN(Cc1ccccc1)C(=O)c1cccc(C(=O)N(C)Cc2ccccc2)c1,6
Cc1ccccc1NC(=O)CCC(=O)OC1CCC(C(C)(C)C)CC1 (stereo unspecified),-8
COc1ccc(NC(=O)Nc2ccc3c(c2)C(=O)N([C@H](C)CO)C[C@@H](C)[C@H](CN(C)S(=O)(=O)c2ccccc2)O3)cc1,0
C[C@@H]1CN([C@@H](C)CO)C(=O)c2cccc(NC(=O)c3nc4ccccc4s3)c2O[C@@H]1CN(C)C(=O)Nc1ccc(F)cc1,25
Cc1noc(C)c1S(=O)(=O)Nc1ccc2c(c1)CC(=O)N([C@@H](C)CO)C[C@H](C)[C@@H](CN(C)S(=O)(=O)c1ccc(F)cc1)O2,-1
